Compound activity from PubChem.
Alkaline phosphatase = human TNAP enzyme inhibitors, biochemical, luminescent (AID 518); purified TNAP enzyme, luminescent substrate readout; higher % means a stronger effect; inhibition, % at 20 µM, or IC50 in µM where a hit was titrated; 64,000 tested, 0.09% active; in the data active means a potency from the dose series; inactive means the rest, 99 in 100 with inhibition below about 22%;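 further: plate controls were vehicle for no effect and reference inhibitor for full effect; many of its hits are not listed in these tables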
HT1080 cytotoxicity = cytotoxicity in HT1080 fibrosarcoma cells, cell-based, fluorescence readout (AID 620); HT1080 viability, fluorescence; higher % means a stronger effect; 87,000 tested, 0.42% active; cytotoxicity, % at 10 µM, or EC50 in µM where a hit was titrated;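 further: cells exposed to compound overnight then 4 h with Alamar Blue; 0% = vehicle DMSO and 100% = killing control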
DPM-DC inhibit = inhibitors of Streptococcus pneumoniae diphosphomevalonate decarboxylase; purified DPM-DC, PK/LDH coupled NADH fluorescence; 65,000 tested, 0.49% active; AID 556; calls only at 10 µM;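 active means the 320 compounds with the highest percent inhibition in the single-dose primary screen, excluding strongly autofluorescent ones, cut at about 32% in these data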;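 further: kinetic rate of NADH fluorescence loss reporting ADP formed by the decarboxylase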
PMK inhibit = inhibitors of Streptococcus pneumoniae phosphomevalonate kinase; inhibition, % at 10 µM; purified PMK, PK/LDH-coupled NADH absorbance 340 nm; 65,000 tested, 0.49% active;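 active means top-ranked compounds by inhibition in the single 10 µM screen, taking a fixed number of the strongest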;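 further: 0% = full reaction with DMSO carrier and 100% = background rate without enzyme reaction; no value below 0 was filed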
KRASV12 cytotoxicity = viability loss of HPDE-C7K cells – cell-based, fluorescence, HTS, primary screen (AID 431); cytotoxicity, % at 10 µM, or EC50 in µM where a hit was titrated; 63,000 tested, 1.7% active; HPDE-C7K KRASV12 cells, Alamar Blue viability, 48 h; higher % means a stronger effect;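 active means compounds whose percent cytotoxicity in the single-dose primary screen, scaled between solvent and toxic-drug controls, exceeds 50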;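 further: 0% = DMSO solvent wells and 100% = doxorubicin-treated wells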
LYP inhibition = inhibition of human PTPN22 tyrosine phosphatase – biochemical, DiFMUP fluorescence, recombinant catalytic domain, 10 µM, primary screen (AID 606). 52,000 tested, under 10 active. inhibition, % at 10 µM, or IC50 in µM where a hit was titrated. recombinant LYP catalytic domain, DiFMUP fluorescence; higher % means a stronger effect;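 active means IC50 under 40 µM in the dose-response test; inactive means IC50 of 40 µM or more, or never dose-tested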
Bfl-1 inhibitors = displacement of Bid BH3 peptide from Bfl-1 – biochemical, fluorescence polarization, FITC-Bid, mouse, primary screen (AID 432); 64,000 tested, 0.02% active; FITC-Bid BH3 peptide fluorescence polarization displacement; higher % means a stronger effect; displacement, % at 20 µM; hits with a dose series show IC50 in µM; in the data active means a potency from the dose series; inactive means the rest, 99 in 100 with displacement below about 15%; further: strong numbers were not always called active
MK inhibit = blocks S. pneumoniae mevalonate kinase. 65,000 tested, 0.48% active. purified MK, PK/LDH-coupled NADH absorbance 340 nm. inhibition, % at 10 µM;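 active means ranked among the strongest by inhibition in the single 10 µM screen, a fixed top-ranked set picked for dose follow-up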; further: no value below 0 was filed
HPDE-C7 cytotoxicity = cytotoxicity in HPDE-C7 cells, cell-based, fluorescence, HTS (AID 430) | 63,000 tested, 1.8% active | cytotoxicity, % at 10 µM, or EC50 in µM where a hit was titrated | HPDE-C7 pancreatic duct cells viability, fluorescence; higher % means a stronger effect;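 further: cells exposed to compound for 48 hours before viability readout; 0% = vehicle and 100% = reference cytotoxic drug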
PMK inhibit pilot replicates = further read-out of PMK inhibit, marked with its call; inhibition, %; measured here: pilot screen replicates
MK inhibit pilot replicates = second read-out of MK inhibit, no call of its own (marks repeat the call); inhibition, %; measured here: pilot screen replicates
DPM-DC inhibit pilot screen % = second read-out of DPM-DC inhibit, no call of its own (marks repeat the call); inhibition, %; measured here: pilot screen trials
Starred values were filed as active, the others as inactive; i = inactive; . = not tested or not shown; + = active, no number. Unless noted, no stated cut-off is given here; in the data, active means cytotoxicity above about 50%; inactive means the rest.

The opening 14 compounds (preview)
SMILES | Alkaline phosphatase | HT1080 cytotoxicity | DPM-DC inhibit | PMK inhibit | KRASV12 cytotoxicity | LYP inhibition | Bfl-1 inhibitors | MK inhibit | HPDE-C7 cytotoxicity | others
Cc1onc(-c2ccccc2Cl)c1C(=O)Nc1cccnc1 | 18% | 2% | i | 0 | 1% | 2% | -4% | 1 | -8% | PMK inhibit pilot replicates=6.5;MK inhibit pilot replicates=0.0;DPM-DC inhibit pilot screen %=0.0
C[C@]12CC[C@@H]3c4ccc(OC(=O)c5ccccc5)cc4CC[C@H]3[C@@H]1CC[C@@H]2O | 15% | 14% | i | 0 | 54%* | 11% | 1% | 7 | 27% | PMK inhibit pilot replicates=2.5;MK inhibit pilot replicates=1.0;DPM-DC inhibit pilot screen %=2.5
COC(=O)CN1C(=O)C(C)=C(c2ccc(C)cc2)S1(=O)=O | 9% | -4% | i | 10 | -5% | -1% | 2% | 7 | -6%
O=C1c2cccnc2C(=O)N1Cc1cccs1 | 4% | -7% | i | 8 | -7% | . | -2% | 10 | 2%
CCOC(=O)C1=C(N)Oc2c(oc(CO)cc2=O)C1c1c(F)cccc1Cl (stereo not given) | -2% | -6% | i | 9 | 10% | 16% | -4% | 3 | 7%
c1nc(NC2CCCCC2)c2[nH]cnc2n1 | -19% | -1% | i | 4 | -2% | . | -2% | 3 | -5%
CC1Oc2ccccc2C=C1C1/C(=C(/O)c2ccccc2)C(=O)C(=O)N1CCCN(C)C (stereo not given) | 8% | -3% | i | 8 | 14% | -6% | -5% | 3 | -5%
CCC(=O)N1c2ccc(S(=O)(=O)CCC(=O)N3CCn4c3nc3ccccc34)cc2CC1C (stereo not given) | 10% | -2% | i | 4 | -6% | -6% | -1% | 6 | -8%
Nc1nonc1-c1nc2ccccc2n1CCC(=O)O | 4% | 1% | i | 11 | 7% | . | -6% | 7 | -2%
CCOc1cccc(NC(=O)C2CCCN(S(=O)(=O)c3ccc(OC)cc3)C2)c1 (stereo not given) | 12% | 38% | i | 11 | -10% | 7% | -1% | 0 | -4%
O=C(C1CCN(S(=O)(=O)c2cccc3nsnc23)CC1)N1CC=C(c2ccccc2)CC1 | 3% | 4% | i | 21 | 8% | 5% | 5% | 5 | 14%
COCCNC(=O)c1ccccc1NC(=O)c1ccc(OC)c(OC)c1 | 1% | 8% | i | 5 | 5% | 7% | 9% | 0 | -2%
O=C(CN1CCC(n2nnc3ccccc32)CC1)NCc1cccs1 | 5% | 2% | i | 4 | -6% | . | -2% | 5 | -19%
CC(=O)NC(CCS(C)(=O)=O)C(=O)N1CCc2ccccc21 (stereo not given) | . | -5% | i | 19 | . | 6% | . | 0 | .

This part in full, previewed entries included:
SMILES | Alkaline phosphatase | HT1080 cytotoxicity | DPM-DC inhibit | PMK inhibit | KRASV12 cytotoxicity | LYP inhibition | Bfl-1 inhibitors | MK inhibit | HPDE-C7 cytotoxicity | others
Cc1onc(-c2ccccc2Cl)c1C(=O)Nc1cccnc1 | 18% | 2% | i | 0 | 1% | 2% | -4% | 1 | -8% | PMK inhibit pilot replicates=6.5;MK inhibit pilot replicates=0.0;DPM-DC inhibit pilot screen %=0.0
C[C@]12CC[C@@H]3c4ccc(OC(=O)c5ccccc5)cc4CC[C@H]3[C@@H]1CC[C@@H]2O | 15% | 14% | i | 0 | 54%* | 11% | 1% | 7 | 27% | PMK inhibit pilot replicates=2.5;MK inhibit pilot replicates=1.0;DPM-DC inhibit pilot screen %=2.5
COC(=O)CN1C(=O)C(C)=C(c2ccc(C)cc2)S1(=O)=O | 9% | -4% | i | 10 | -5% | -1% | 2% | 7 | -6%
O=C1c2cccnc2C(=O)N1Cc1cccs1 | 4% | -7% | i | 8 | -7% | . | -2% | 10 | 2%
CCOC(=O)C1=C(N)Oc2c(oc(CO)cc2=O)C1c1c(F)cccc1Cl (stereo not given) | -2% | -6% | i | 9 | 10% | 16% | -4% | 3 | 7%
c1nc(NC2CCCCC2)c2[nH]cnc2n1 | -19% | -1% | i | 4 | -2% | . | -2% | 3 | -5%
CC1Oc2ccccc2C=C1C1/C(=C(/O)c2ccccc2)C(=O)C(=O)N1CCCN(C)C (stereo not given) | 8% | -3% | i | 8 | 14% | -6% | -5% | 3 | -5%
CCC(=O)N1c2ccc(S(=O)(=O)CCC(=O)N3CCn4c3nc3ccccc34)cc2CC1C (stereo not given) | 10% | -2% | i | 4 | -6% | -6% | -1% | 6 | -8%
Nc1nonc1-c1nc2ccccc2n1CCC(=O)O | 4% | 1% | i | 11 | 7% | . | -6% | 7 | -2%
CCOc1cccc(NC(=O)C2CCCN(S(=O)(=O)c3ccc(OC)cc3)C2)c1 (stereo not given) | 12% | 38% | i | 11 | -10% | 7% | -1% | 0 | -4%
O=C(C1CCN(S(=O)(=O)c2cccc3nsnc23)CC1)N1CC=C(c2ccccc2)CC1 | 3% | 4% | i | 21 | 8% | 5% | 5% | 5 | 14%
COCCNC(=O)c1ccccc1NC(=O)c1ccc(OC)c(OC)c1 | 1% | 8% | i | 5 | 5% | 7% | 9% | 0 | -2%
O=C(CN1CCC(n2nnc3ccccc32)CC1)NCc1cccs1 | 5% | 2% | i | 4 | -6% | . | -2% | 5 | -19%
CC(=O)NC(CCS(C)(=O)=O)C(=O)N1CCc2ccccc21 (stereo not given) | . | -5% | i | 19 | . | 6% | . | 0 | .
COc1cccc(C(=O)Nc2ccc(NC(=O)C(C)C)nc2)c1 | 6% | -9% | + | 2 | 4% | 6% | -3% | 11 | 3%
CC(NCCO)C(=O)C12CC3CC(CC(C3)C1)C2 (stereo not given) | 9% | -6% | i | 1 | 17% | 3% | 3% | 11 | -2%
CCCCc1cc(=O)oc2c(CN(C)C)c(O)c(Cl)cc12 | -1% | 2% | . | 0 | 12% | -3% | 5% | 5 | 9%
CN(C)S(=O)(=O)c1ccc(N2CCOCC2)nc1 | 5% | 1% | i | 8 | 9% | -1% | -2% | 6 | -8%
CN(C)/C=N/c1nc2ccc3c(c2s1)CCCC3 | 12% | 7% | i | 13 | 11% | -4% | -5% | 5 | 1%
N#CCCN1CCN(S(=O)(=O)c2ccc(S(=O)(=O)NCC3CCCO3)cc2)CC1 (stereo not given) | -1% | 5% | i | 0 | -15% | . | -3% | 6 | -28%
Cc1[nH]c2ccccc2c1C(=O)CSc1ncn[nH]1 | . | -5% | i | 12 | . | . | . | 3 | .
CS(=O)(=O)N(CC(=O)N1CCCC1)c1cccc(Cl)c1Cl | 8% | 3% | i | 0 | -7% | 9% | 4% | 4 | 6%
CC(C)c1ccc(NC(=O)CSc2nc3c(c(=O)[nH]2)CCC3)cc1 | 13% | 0% | i | 0 | 9% | -2% | -9% | 0 | -12%
COc1ccc(N2C(=O)C3CCCN3C2c2ccccc2)cc1 (stereo not given) | 2% | -10% | i | 13 | -1% | -2% | 1% | 3 | 0%
